# SRC3 inh: inhibitors of human steroid receptor coactivator 3 (SRC3). Q9Y6Q9. hit rate 0.17% among 360,000. AID 588352. inhibition, % at 3.6 µM. HEK293 GAL4-SRC3 luciferase reporter, luminescence;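 active = inhibition above a per-campaign cutoff, the mean of all compounds plus 3 SD, cut at about 60% in these data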;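 also: 0% = DMSO-treated cells and 100% = gossypol-treated cells at 36 µM; higher means less SRC3-driven luciferase light from the GAL4 reporter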
# COUP-TFII inh: NR2F2 (human) inhibition, primary screen. AID 686940. HEK293T NGFI-A luciferase reporter, luminescence. hit rate 0.7% among 370,000. inhibition, % at 8.6 µM;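 active = inhibition above a per-plate cutoff, mean inhibition of test wells between control levels plus 3 SD, cut at about 38% in these data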;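 also: cells cotransfected with COUP-TFII expression vector driving the NGFI-A reporter; 0% = median of COUP-TF2 test wells and 100% = reporter-only cells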
# Target sequence (P24468 whole entry, looked up): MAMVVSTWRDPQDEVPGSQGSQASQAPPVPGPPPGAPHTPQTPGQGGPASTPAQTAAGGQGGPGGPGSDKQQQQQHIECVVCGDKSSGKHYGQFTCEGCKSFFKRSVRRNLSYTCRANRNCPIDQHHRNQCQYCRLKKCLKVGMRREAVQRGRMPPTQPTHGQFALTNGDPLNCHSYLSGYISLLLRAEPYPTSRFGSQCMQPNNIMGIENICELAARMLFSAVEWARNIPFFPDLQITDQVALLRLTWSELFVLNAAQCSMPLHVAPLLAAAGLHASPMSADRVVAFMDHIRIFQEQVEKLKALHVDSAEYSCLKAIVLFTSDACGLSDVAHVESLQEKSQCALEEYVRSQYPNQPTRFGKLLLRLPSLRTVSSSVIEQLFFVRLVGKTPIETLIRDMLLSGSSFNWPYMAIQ
# NCOA2 inhibitor: human SRC2 (NCOA2) inhibition; HEK293 GAL4-SRC2 luciferase reporter, luminescence; hit rate 0.17% among 370,000; AID 651957; Q15596; inhibition, % at 9 µM;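 active = inhibition above the mean inhibition of all tested compounds plus 3 SD, set per campaign, cut at about 52% in these data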;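 also: 0% = DMSO treated cells and 100% = cells given Gossypol at 36 µM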
# NCOA1 inh: inhibits human SRC1 coactivator. Q15788. HEK293 GAL4-SRC1 luciferase reporter, luminescence. inhibition, % at 3.6 µM. hit rate 0.12% among 360,000;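 active = inhibition above the campaign mean plus 3 SD, with each screening campaign given its own cutoff, cut at about 60% in these data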;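 also: 0% = DMSO treated cells and 100% = gossypol at 36 µM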
# MC4R barr agon: human MC4R agonism via beta-arrestin | P32245 | U2OS MC4R beta-arrestin complementation, luminescence; percent of melanotan II response, DMSO zero | activation, % at 8.9 µM | hit rate 0.98% among 360,000;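 active = activation above a per-plate cutoff, the mean activation of sample wells on that plate plus 3 SD, cut at about 8% in these data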
# ABHD5 PLIN5 PPI: blocks binding of human ABHD5 to perilipin-5 | Q00G26+Q8WTS1 | Split G. princeps luciferase complementation, luminescence, 4 h | inhibition, % at 4 µM | hit rate 0.78% among 360,000;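 active = inhibition above the mean inhibition across every tested compound plus 3 SD, cut at about 22% in these data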;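 also: 0% = DMSO only wells and the 100% control is not disclosed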
# EBV LMP1 NFkB: reduces LMP1-driven NF-kappaB luciferase signal; hit rate 0.69% among 350,000; inhibition, % at 12.5 µM; LMP1-induced NF-kappaB luciferase reporter cells, luminescence; in the data active = inhibition above about 41%;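 also: 0% = neutral control wells and 100% = reference inhibitor control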
# NR5A2 inv ag: NR5A2 inverse agonism in reporter assay | AID 602396 | hit rate 0.13% among 360,000 | HEK293T StAR-luciferase reporter, LRH-1 transfected, 24 h | inhibition, % at 3.6 µM;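 active = inhibition above the mean inhibition of all tested compounds plus 3 SD, cut at about 73% in these data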;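 also: 0% = DMSO wells and 100% = reporter-only cells lacking LRH-1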
# TLR9-MyD88 block: inhibitors of human TLR9-MyD88 binding. Q9NR96+Q99836. CHO BLA complementation TLR9-MyD88, CCF4 FRET ratio. inhibition, % at 4.98 µM. hit rate 0.21% among 340,000. AID 504734;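 active = inhibition above the mean over all tested compounds plus 3 SD, cut at about 21% in these data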;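 also: 0% = DMSO only wells and 100% = clavulanate BLA inhibitor control wells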
# NOD2 RIPK2 PPI: NOD2-RIPK2 protein interaction inhibition | O43353 | CHO BLA complementation NOD2-RIPK2, CCF4 ratio | inhibition, % at 4.98 µM | hit rate 0.38% among 360,000 | AID 624267; in the data active = inhibition above about 21%;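 also: 0% = vehicle only and 100% = reference blocker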
# Target sequence (O43353 whole entry, looked up): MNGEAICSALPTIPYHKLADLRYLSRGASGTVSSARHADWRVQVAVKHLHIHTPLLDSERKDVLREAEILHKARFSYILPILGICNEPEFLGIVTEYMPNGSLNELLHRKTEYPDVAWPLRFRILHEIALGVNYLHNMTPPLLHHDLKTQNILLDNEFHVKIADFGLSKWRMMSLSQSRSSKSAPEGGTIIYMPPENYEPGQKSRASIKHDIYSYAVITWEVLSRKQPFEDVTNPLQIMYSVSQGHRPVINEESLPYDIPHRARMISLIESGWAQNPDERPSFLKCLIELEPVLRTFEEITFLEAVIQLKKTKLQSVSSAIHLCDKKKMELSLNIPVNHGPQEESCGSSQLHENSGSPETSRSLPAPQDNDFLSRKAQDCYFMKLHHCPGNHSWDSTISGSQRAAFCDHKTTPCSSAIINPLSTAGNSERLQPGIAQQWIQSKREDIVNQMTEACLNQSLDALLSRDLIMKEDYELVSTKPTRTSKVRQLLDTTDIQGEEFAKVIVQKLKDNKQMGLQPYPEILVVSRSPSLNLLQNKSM
# MC4R antag cAMP: human MC4R antagonism in cAMP assay; P32245; MC4R-expressing cells, MTII-stimulated cAMP, LANCE TR-FRET; inhibition, % at 6.5 µM; hit rate 0.48% among 360,000; AID 540295;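 active = inhibition above its plate's cutoff, the mean of tested wells on that plate plus 3 SD, cut at about 29% in these data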;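 also: 0% = Melanotan II alone and 100% = Melanotan II plus saturating MCL0020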
#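 Assay system: U2OS-MC4R stable cell line; Also added: Melanotan II; Technique: Eu-cAMP/anti-cAMP TR-FRET, emission 671 nm; Times: 30-min compound, 1-h challenge, 1-h detection, room temperature.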
# Numbers without * were called inactive; x = no result given.
SMILES,SRC3 inh,COUP-TFII inh,NCOA2 inhibitor,NCOA1 inh,MC4R barr agon,ABHD5 PLIN5 PPI,EBV LMP1 NFkB,NR5A2 inv ag,TLR9-MyD88 block,NOD2 RIPK2 PPI,MC4R antag cAMP
CSc1sc(-c2n[nH]c(=S)n2C)c2c1C=CCC2,2,6,-6,-6,1.1,-5,2,7,1,0,11
CC(=O)Nc1ccc(CN2CCC(CO)(CCOc3ccccc3)CC2)cc1,10,6,-1,-5,1.7,-2,2,-22,-4,-5,11
Cc1ccc(NC(=O)CN2CCN(c3ccccn3)CC2)cc1S(=O)(=O)N(C)C,9,9,-6,6,0.6,7,6,12,4,-5,-1
COCC(=O)OCC(=O)c1cc(C)n(-c2ccc(Br)cc2)c1C,13,0,13,12,-1.5,3,1,11,-6,-9,0
O=C(Nc1ccc(F)cc1)OCCOc1ccc(Br)cc1,-15,2,-6,4,2.5,-4,7,-11,11,5,9
Clc1nc(Nc2ccc(N3CCOCC3)cc2)c2ccccc2n1,11,6,-18,10,0.0,-2,15,-13,3,-10,10
O=C(NCc1nc2ccccc2[nH]1)C1=C[C@@H](c2csc3ccccc23)C[C@@H](OCCCCO)O1,8,17,-4,1,0.2,7,-13,-5,-9,0,-5
CC1=C(C(=O)NCc2ccccc2)C(c2ccccc2OCC(N)=O)NC(=O)N1 (stereo not given),9,-10,16,7,-2.9,-1,-6,-4,-1,-4,6
O=C(CSc1nc(-c2ccco2)cc(C(F)(F)F)n1)NCCCN1CCOCC1,1,-3,6,-10,-1.9,5,-1,-6,-4,2,-4
CCOc1ccc(NC(=O)c2ccc(N3CC4CC(C3)c3cccc(=O)n3C4)c(N)c2)cc1 (stereo not given),-2,-32,-8,-23,-3.1,3,3,3,8,6,0
COc1ccccc1N(C)C(=O)c1cc(S(=O)(=O)N2CCCC2)cn1C,12,9,-30,9,-0.5,-4,-2,7,-2,10,-1
O=C(Cc1ccccc1)NCC(=O)OCc1ccccc1F,1,2,-12,-15,-1.6,-5,1,-8,4,-11,10
CCOC(=O)c1ccc2ncc(C(=O)OCC)c(NCCN3CCOCC3)c2c1,-8,1,-17,5,-0.9,4,-7,-4,3,2,10
Cc1ccc(NC(=O)c2sccc2C)nc1,-76,-30,-59,-95,-3.1,0,6,-108,0,-2,6
CCCCc1c(O)nc(SCC(=O)NC(C)(C)C)n(-c2ccccc2C)c1=O,28,5,-18,-27,1.2,0,-4,16,2,1,2
COc1c(Cl)cc(Cl)cc1CNc1ccc(S(N)(=O)=O)cc1,18,13,-14,-3,-1.1,3,-11,-15,3,-6,-1
O=C(Nc1cccc(S(=O)(=O)NCc2ccco2)c1)c1cc(-c2ccc(F)cc2)nc2ccccc12,1,9,2,15,0.8,-3,-5,0,-11,-9,28
COc1ccc(NC(=S)N(Cc2cccnc2)Cc2cc3cc(OC)c(OC)cc3[nH]c2=O)cc1,0,1,11,3,0.4,-1,-1,0,-11,-11,13
CCOC(=O)c1c(NC(=O)C2c3ccccc3Oc3ccccc32)sc(C(=O)N(CC)CC)c1C,-6,x,x,3,-1.2,-14,-8,-6,-14,-5,2
CC(=O)c1sc(NC(=O)c2cc3c(C)nn(-c4ccccc4)c3s2)nc1C,17,16,-29,11,-1.0,3,1,14,4,-2,1
COc1cccc(NC(=O)N(C)C[C@@H]2OCc3cnnn3CCCC(=O)N([C@H](C)CO)C[C@@H]2C)c1,9,0,-5,-50,0.3,2,-2,10,5,3,4
C[C@H](NC(=O)[C@@H]1Cc2ccccc2CN1)C(=O)NC1CCCCC1,1,3,27,-9,2.9,4,3,-23,-1,-4,11
CCOc1cc(/C=N/NC(=O)C(=O)NCc2cccnc2)ccc1O,5,-7,10,-22,-1.4,-4,2,40,-11,4,-2
CCOc1ccc(CCNC(=O)CSc2cc(=O)n(CC)c3ccccc23)cc1OCC,16,-3,-21,1,0.4,-1,2,-2,-2,6,17
CN(C)/C=C(\C=N\OCc1ccc(Cl)cc1Cl)C(=O)Nc1ccc(Cl)c(Cl)c1,6,14,7,-11,-1.8,-2,-6,-17,4,2,6
# Further results
SMILES,SRC3 inh,COUP-TFII inh,NCOA2 inhibitor,NCOA1 inh,MC4R barr agon,ABHD5 PLIN5 PPI,EBV LMP1 NFkB,NR5A2 inv ag,TLR9-MyD88 block,NOD2 RIPK2 PPI,MC4R antag cAMP
O=C(NCCn1ccc2ccccc21)C1CCCCC1,-14,1,-7,-37,0.5,2,1,-24,5,-6,4
N#CC1(NC(=O)CSc2nnc(C3CC3)n2C2CC2)CCCCC1,-11,3,-22,-9,-0.7,0,0,-11,-7,-19,8
O=C(Nc1ccccc1C(=O)N1CCOCC1)c1cccc(S(=O)(=O)N2CCCC2)c1,4,-2,-8,-19,-1.9,2,-4,1,-11,-2,5
COc1ccc(S(=O)(=O)Nc2cc3c4c(c2)CC(=O)N4CCC3)cc1C,-5,-9,6,-6,-2.7,-6,-23,3,5,3,6
CCCCN1CC[C@@H]2C=CC[C@H](C(=O)OC)[C@@H]2C1=O,3,-6,16,-5,-0.1,0,-3,-6,-5,17,-5
Cc1ccccc1Nc1nc(N)nc(CSc2n[nH]c(N)n2)n1,-4,-1,-21,-13,-1.4,-3,-2,-11,10,-4,8
CCOC1=NN(c2ncc(C(F)(F)F)cc2Cl)C(=O)C1,10,-8,-29,7,-1.0,-2,3,-7,-2,-1,3
Cc1ccc(C)c(/C(O)=C2\C(=O)C(=O)N(CCCN3CCOCC3)C2c2cccnc2)c1 (stereo not given),15,14,8,-14,-0.7,2,36,-6,-14,-6,2
Cc1cc(C)c(C=NNc2nc3c([nH]2)c(=O)n(C)c(=O)n3C)c(C)c1,-20,12,-4,4,-0.5,-1,4,-5,-8,-12,6
O=C(COC(=O)CCCN1C(=O)c2cccc3cccc(c23)C1=O)NC1CCS(=O)(=O)C1 (stereo not given),-7,3,-37,-14,0.2,3,5,-7,5,-10,4
O=S(=O)(c1ccc2c(c1)nc(COc1ccc(Cl)cc1)n2CC1CCCO1)N1CCOCC1 (stereo not given),7,0,-28,-11,-0.9,7,-12,6,-1,5,2
O=c1[nH]c2ccc(NS(=O)(=O)c3ccc(F)c(Cl)c3)cc2[nH]1,11,-9,-30,6,0.8,-1,-3,5,1,-9,6
CCCCn1c(N)c(NCc2ccccc2)c(=O)[nH]c1=O,-4,6,-9,7,-2.4,0,-2,-4,-8,4,3
Cc1cc(N2CCCC2)c(F)cc1/C=C\[N+](=O)[O-],-1,9,-19,-3,5.3,47*,19,-14,0,-9,-10
O=C(NC1CCCC1)C(c1ccncc1)N(Cc1ccccc1F)C(=O)c1csnn1 (stereo not given),1,-8,-26,-14,-0.7,6,-6,6,-7,0,7
N#C/C(=C\c1ccc(OCC(N)=O)cc1)c1ccccc1,-44,-20,-32,-73,1.2,1,12,-22,3,-1,8
COc1ccc([C@H]2CC(=O)C[C@@H](CCn3cc(-c4ccccn4)nn3)O2)cc1,x,-15,8,x,x,2,x,16,x,-14,x
O=C(c1cccc(Cl)c1)C1CCCN(C(=O)c2ccc3c(c2)OCO3)C1 (stereo not given),-2,-11,-14,16,-2.6,-9,-1,-2,-1,-6,14
N#CC1(C#N)COC23CCCCC2C1(C#N)C(=N)O3 (stereo not given),-7,-9,-18,8,-0.9,1,3,-31,5,4,-2
CCN(CC(=O)NCc1ccc(F)cc1)C(=O)c1ccc2c(c1)OCO2,-1,-3,-7,2,-2.8,1,-5,14,8,-8,3
O=C(COC(=O)COc1cc(Cl)c(Cl)cc1Cl)NC1CC1,-8,2,-11,-9,-2.6,1,13,9,-11,-7,7
COC(=O)c1cc(OCC(=O)Nc2ccc3c(c2)CCC3)cc(C(=O)OC)c1,7,8,0,4,0.9,-11,1,8,-2,-2,10
Cc1ccc(S(=O)(=O)Nc2ccc(C(=O)NCCCN3CCOCC3)cc2)cc1[N+](=O)[O-],1,-46,-19,-6,0.2,5,3,2,4,-10,2
Cc1cccc(C(CC(=O)O)NC(=O)C(F)(F)F)c1 (stereo not given),11,1,-14,-2,-1.9,8,6,-6,5,-12,-3
COC(=O)c1c(NC(=O)C2CC2)sc2c1CCN(C(C)=O)C2,-1,-14,7,-10,-0.8,-14,-5,35,11,-9,7

# Results in NOD2 RIPK2 PPI, TLR9-MyD88 block and NCOA1 inh (2 entries from above):
SMILES	NOD2 RIPK2 PPI	TLR9-MyD88 block	NCOA1 inh
CCN(CC(=O)NCc1ccc(F)cc1)C(=O)c1ccc2c(c1)OCO2	-8	8	2
Cc1ccccc1Nc1nc(N)nc(CSc2n[nH]c(N)n2)n1	-4	10	-13

# Next section.
SMILES,SRC3 inh,COUP-TFII inh,NCOA2 inhibitor,NCOA1 inh,MC4R barr agon,ABHD5 PLIN5 PPI,EBV LMP1 NFkB,NR5A2 inv ag,TLR9-MyD88 block,NOD2 RIPK2 PPI,MC4R antag cAMP
CCOC(=O)c1c(C)[nH]c(C(=O)CN(C)CC(=O)Nc2ccccc2Cl)c1C,-6,-12,-6,-41,-0.7,-7,26,0,-13,-15,-1
CCCCOCCCNC(=O)C[C@@H]1C[C@@]2(C(=O)OCC)CCCC=C2N(CCC2=CCCCC2)C1=O,x,13,-15,x,x,16,x,-13,x,-9,x
O=C(O)c1cc(=O)[nH]c2ccccc12,-2,9,-18,-4,-1.6,1,-4,9,-10,9,8
CC(=O)N(c1nc(CCl)cs1)c1cccc(C)c1C,3,0,-42,-27,-1.5,2,12,-1,-1,2,-4
CCOC(=O)N1CCN(C(=O)COC(=O)c2ccccc2NCCO)CC1,-10,4,-6,21,-1.4,3,-2,3,-13,-8,8
CCCCCCn1c(CN2CCN(CCO)CC2)nc2c1c(=O)n(C)c(=O)n2C,4,4,4,-5,-0.6,-3,0,-12,-2,-4,15
O=C(CCC(=O)Nc1ccc(Cl)cc1Cl)N/N=C/c1ccc([N+](=O)[O-])o1,25,4,16,-12,-2.7,-2,x,17,x,3,16
Cc1cccc(C)c1NC(=O)CN1CCN(C(=O)CNC(=O)Cc2cccc3ccccc23)CC1,10,3,-15,-26,-3.1,-1,4,8,5,-14,5
O=C(NC1CC1)C1C2C3C4CC5C3C5C4C12 (stereo not given),-13,6,-25,-8,-1.1,-2,-1,-13,6,4,10
CC(C)C(=O)Nc1nnc(S(=O)(=O)N2CCc3ccccc32)s1,0,14,-5,-2,1.2,1,-8,5,-3,-14,0
O=C(COC(=O)c1ccccc1[N+](=O)[O-])NNC(=O)c1cccs1,8,-6,-5,-20,-2.7,1,3,10,-6,-4,22
O=C1NC(=O)c2cc(Br)cc3cccc1c23,19,10,-1,-2,8.9*,-2,1,-11,-4,-8,-10
COC(=O)C(/C=N/OCc1ccc([N+](=O)[O-])cc1)NC(=O)c1cccc(Cl)c1 (stereo not given),1,2,-18,1,-0.4,5,1,2,7,-2,11
COc1ccc(/C=C/C(=O)NC(=S)N2CCN(C)CC2)cc1,16,9,-3,-13,1.0,2,1,11,-6,-10,5

# Bioassay records deposited in PubChem BioAssay by several laboratories.

# Some of the compounds tested; count on the stated rates, not on these rows.
